GPR151 ag: human GPR151 activation; Q8TDV0; PathHunter beta-arrestin GPR151 cells, luminescence; activation, % at 11.2 µM; hit rate 1% among 650,000; in the data active means activation above about 4.9%;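 further: 0% = median of compound wells and 100% = cells with positive control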
Target sequence (Q8TDV0 whole entry, looked up): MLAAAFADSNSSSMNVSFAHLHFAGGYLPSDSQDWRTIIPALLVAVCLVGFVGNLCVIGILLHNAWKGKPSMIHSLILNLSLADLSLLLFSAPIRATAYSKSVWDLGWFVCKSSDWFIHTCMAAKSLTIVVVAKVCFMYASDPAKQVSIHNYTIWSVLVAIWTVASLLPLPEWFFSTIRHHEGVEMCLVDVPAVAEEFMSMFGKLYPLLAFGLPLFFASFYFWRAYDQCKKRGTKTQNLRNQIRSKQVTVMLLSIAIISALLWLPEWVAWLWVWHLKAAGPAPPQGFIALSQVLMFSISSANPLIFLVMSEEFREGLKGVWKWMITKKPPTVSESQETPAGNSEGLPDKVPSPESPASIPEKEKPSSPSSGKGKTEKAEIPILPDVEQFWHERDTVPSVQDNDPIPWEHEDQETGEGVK
MITF primary: inhibitors of human MITF. O75030. AlphaScreen MITF homodimerization, bead proximity signal. inhibition, % at 2.6 µM. hit rate 0.91% among 650,000. AID 1259374; in the data active means inhibition above about 50%;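 further: 0% = vehicle wells with protein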
Target sequence (O75030 whole entry, looked up): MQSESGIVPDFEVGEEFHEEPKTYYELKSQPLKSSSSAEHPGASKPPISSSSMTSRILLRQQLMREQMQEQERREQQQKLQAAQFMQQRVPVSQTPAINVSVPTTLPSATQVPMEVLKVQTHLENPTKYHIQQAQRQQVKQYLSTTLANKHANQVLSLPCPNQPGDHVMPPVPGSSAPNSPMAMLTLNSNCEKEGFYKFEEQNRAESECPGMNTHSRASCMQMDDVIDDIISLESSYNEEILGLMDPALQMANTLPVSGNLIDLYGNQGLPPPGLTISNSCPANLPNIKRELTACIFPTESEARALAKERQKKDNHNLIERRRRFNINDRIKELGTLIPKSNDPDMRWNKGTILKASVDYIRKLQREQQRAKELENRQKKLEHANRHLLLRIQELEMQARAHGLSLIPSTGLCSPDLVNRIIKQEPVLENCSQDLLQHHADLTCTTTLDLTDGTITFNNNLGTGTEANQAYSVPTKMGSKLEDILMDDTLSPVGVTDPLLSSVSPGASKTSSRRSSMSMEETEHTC
FBW7 activator: human FBW7 E3 ligase activation, primary screen; AlphaScreen FBW7–phospho-cyclin E peptide binding, activator screen; normalized activity (activation), % at 26.1 µM; hit rate 0.13% among 650,000; in the data active means normalized activity above about 1.9%;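 further: purified mutant Fbw7 with reduced substrate affinity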
TEAD-YAP block: TEAD-YAP interaction inhibition; inhibition, % at 9.12 µM; AID 1259422; HEK-TIYL cells, TEAD-Gal4/YAP UAS-luciferase luminescence; hit rate 1.4% among 640,000; in the data active means inhibition above about 32%;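 further: 0% = median of test compound wells and 100% = reference inhibitor wells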
The depositor's hits bear a star.

SMILES	GPR151 ag	MITF primary	FBW7 activator	TEAD-YAP block
Fc1ccc(OCCN2CCC3(CC2)NCCc2c3[nH]c3ccccc23)cc1	-0.5	-1	-0.8	5
CC1CCCC(C)N1C(=O)c1cc2n(n1)C(C(F)(F)F)CC(c1ccc(Cl)c(Cl)c1)N2 (stereo not drawn)	-1.0	59*	0.4	-3
O=C(CSc1nc2sc3c(c2c(=O)n1C1CCCCC1)CCC3)c1ccc(Br)cc1	1.1	5	-0.4	0
O=C(N/C(=C\c1ccc(O)cc1)C(=O)N1CCOCC1)c1ccccc1Cl	2.1	-4	-0.2	-5
NC(=O)c1ccc(Nc2nccc(=O)[nH]2)cc1	-0.5	8	0.1	7
O=C(Nc1c(Cl)cccc1Cl)c1cccc([N+](=O)[O-])c1	-1.1	26	0.1	-2
COC(=O)C1=C(C)NC2=C(C(=O)CCC2)C1c1cccc(OC)c1 (stereo not drawn)	-0.2	2	0.0	14
O=C(CN(C1CCCCC1)S(=O)(=O)c1ccc(Br)cc1)NC1CC1	1.0	-1	-0.1	3
COc1cccc2cc(C(=O)Nc3c(F)cccc3F)c(=O)oc12	-1.4	-5	-0.1	-6
N=C1C2=C3Sc4ccccc4N3CCCC2=NN1c1cccc(S(=O)(=O)O)c1	1.1	-1	0.0	6
Fc1ccc(Nc2ncnc3c2oc2ccccc23)cc1	-0.1	18	1.4	-18
CC1(N2CCCCC2)CC2(O)C(=[N+]1[O-])CCC/C2=N\O (stereo not drawn)	-0.5	1	-0.2	1
O=C(Nc1nnc(-c2ccc3c(c2)OCCO3)o1)c1ccco1	-1.5	-4	-0.1	6
COc1cc(/C=N/NC(=O)CN2C(=O)NC3NC(=O)NC32)cc(OC)c1OC (stereo not drawn)	-1.7	6	0.3	1
O=C(O)CNC(=O)c1cn(-c2ccccc2)nc1-c1ccccc1	3.1	-4	0.0	0
CN(Cc1ccco1)C(=O)CN1C(=O)NC2(CCCc3sccc32)C1=O (stereo not drawn)	1.6	-7	-0.1	5
COc1ccc(NC(=O)c2cn(-c3ccc(C)c(C)c3)c(=O)c3ccccc23)cc1Cl	-0.8	-11	0.0	-6
Cc1c(Cl)cccc1NC(=O)CSc1nnc(C2CC2)n1C	4.6	1	-0.2	-3
O=C(CCC1CCCC1)NCc1nc(-c2ccccc2)no1	-1.0	2	0.0	-8
CCCCOc1ccc(/C=C(\C#N)c2nc(-c3cc4c(ccc5ccccc54)oc3=O)cs2)cc1	-0.6	1	-0.1	-8
COc1ccc(CNC(=O)c2sc3nc(-c4cccc([N+](=O)[O-])c4)cn3c2C)cc1	0.9	-2	0.1	-3
CCCOc1ccc(-c2csc(NC(=O)CN3C(=O)CCC3=O)n2)cc1	0.5	5	0.0	10
CCC(CO)Nc1ccc2ncc(-c3ccc(OC)cc3OC)n2n1 (stereo not drawn)	2.5	-3	-0.5	-9
CCCCn1c(=O)[nH]c(=O)c2c1nc(COC(=O)c1ccc(C)c([N+](=O)[O-])c1)n2CCC	0.6	3	-0.2	11
CC1C(=O)CC(c2ccccc2)OC1c1ccccc1 (stereo not drawn)	0.6	-8	-0.1	8
Cc1cccc(NC(=O)c2ccccc2Cl)n1	-2.4	8	0.0	-21
CC(=O)Nc1ccccc1/C=C/c1ccc2cccc(O)c2n1	0.3	3	-0.3	2
Cc1ccccc1NC(=O)C1CCCCC1	0.8	10	-0.1	7
COc1ccc(S(=O)(=O)Nc2ccc(O)c3ccccc23)cc1OC	2.7	-5	-0.8	2
CCOc1ccc(Nc2cc(NCCO)c([N+](=O)[O-])c3nonc23)cc1	-0.3	21	0.0	7
COc1cc(CNCCNCC(C)O)ccc1OCc1ccc(C)cc1 (stereo not drawn)	1.6	-29	-0.1	-17
Cc1[nH]nc2nc(SCC(=O)N3CCC(C)CC3)n(-c3ccccc3Cl)c(=N)c12	0.4	0	-0.2	-18
COc1cccc(-c2nnc3n2N=C(c2ccc(F)cc2)CS3)c1	-0.6	-12	-0.3	20
COc1ccc(CC(=O)Nc2cccc(-c3cn4ccsc4n3)c2)cc1	2.0	-8	0.5	-24
CCOC(=O)c1ccc(NC(=O)c2ccc(OC(C)=O)cc2)cc1	-1.7	0	0.2	-43
COc1ccc(C2NC(C(=O)O)CS2)cc1Cn1nc(C)c(Br)c1C (stereo not drawn)	0.1	-3	0.0	6
Oc1oc(-c2ccccc2F)nc1/C=C1\C=Nc2ccccc21	-0.2	-6	0.2	-4
CC(=O)c1c(C)oc2ccc(N(C(C)=O)S(=O)(=O)c3ccc(C(C)(C)C)cc3)cc12	1.3	4	0.6	15
O=C1/C(=C\c2cccn2-c2ccc([N+](=O)[O-])cc2)SC(=Nc2ccccc2)N1c1ccccc1	0.7	-18	0.1	5
COc1cc(OC)cc(-c2nc3ccccc3c(=O)n2OC(=O)c2cc(C)c(C)cc2C)c1	-0.6	-2	0.1	0
CCc1ccc(NC(=O)c2sc3nc(N)c(C#N)c(-c4ccc(OC)c(OC)c4)c3c2N)cc1	0.8	12	0.4	10
O=C(O)c1ccc([N+](=O)[O-])cc1N1C(=O)C2C3c4ccccc4C(c4ccccc43)C2C1=O (stereo not drawn)	-0.6	-13	-0.2	-6
O=c1/c(=C/c2ccc3c(c2)OCO3)sc2nc3cccnc3n12	1.9	-1	0.1	10
COc1ccc(C(=O)Nc2ccc(Cl)cc2[N+](=O)[O-])cc1OC	1.0	2	-0.3	-8
O=C(Nc1ccc(F)cc1)Nc1nnc(N2CCCCCC2)s1	2.2	1	-0.2	2
O=C(CSc1nnc(CNC(=O)c2ccc(S(=O)(=O)N3CCOCC3)cc2)n1-c1ccc(F)cc1)Nc1ccc(F)cc1	-1.1	-6	0.0	5
COc1ccc2c(C=NC(C)(C)C)c(O)n(Cc3ccccc3)c(=O)c2c1	-0.3	-2	-0.1	-7
CC(C)n1c(COc2ccccc2)nc2ccccc21	0.6	-1	0.0	1
COc1ccc(/C=C/C2=NC(=C\c3ccc(Cl)c(Cl)c3)/C(=O)O2)cc1	0.2	-2	0.0	2
COC(=O)/C(=C/c1c[nH]c2ccccc12)NC(=O)C(F)(F)F	0.3	-5	0.0	-4
Cc1ccc(NC(=O)C(CC(N)=O)NC(=O)OCc2ccccc2)cc1 (stereo not drawn)	-0.3	-1	0.1	3
O=C(CSCc1ccc(Cl)cc1)Nc1ccccc1O	0.4	4	0.0	0
O=C1CC(c2cccc(Cl)c2Cl)c2ccc3ccccc3c2N1 (stereo not drawn)	-0.7	8	0.1	-4
NC(=O)c1c(NC(=O)c2cc3ccccc3o2)sc2c1CCCC2	-4.7	-14	0.0	46*
Cc1ccc(OC(C)C(=O)Nc2sc3c(c2C(N)=O)CCCC3)cc1C (stereo not drawn)	1.7	9	0.1	-5
O=C1C/C(=N\Nc2ccc(Cl)cc2)c2ccccc21	-2.0	-8	-0.2	-4
CCCNC(=O)c1cc(N2CCCC2CO)nc2ccccc12 (stereo not drawn)	1.4	13	0.3	-3
Cc1cc(C)c(C#N)c(SCC(=O)NC(C)(C)C)n1	-0.3	-6	0.1	-15
Cc1cc(NC(=O)C2CCCN(S(=O)(=O)c3c(C)noc3C)C2)no1 (stereo not drawn)	1.7	15	0.0	-3
Cc1nc2ncnn2c(C)c1Cc1c(F)cccc1Cl	0.5	-2	0.3	-23

Molecules listed so far that have a tert-butyl group (3):
SMILES	GPR151 ag	MITF primary	FBW7 activator	TEAD-YAP block
CC(=O)c1c(C)oc2ccc(N(C(C)=O)S(=O)(=O)c3ccc(C(C)(C)C)cc3)cc12	1.3	4	0.6	15
COc1ccc2c(C=NC(C)(C)C)c(O)n(Cc3ccccc3)c(=O)c2c1	-0.3	-2	-0.1	-7
Cc1cc(C)c(C#N)c(SCC(=O)NC(C)(C)C)n1	-0.3	-6	0.1	-15

Taken from above:
For MITF primary, COc1ccc(/C=C/C2=NC(=C\c3ccc(Cl)c(Cl)c3)/C(=O)O2)cc1 is entered as -2
For TEAD-YAP block, CCc1ccc(NC(=O)c2sc3nc(N)c(C#N)c(-c4ccc(OC)c(OC)c4)c3c2N)cc1 is entered as 10
For MITF primary, Cc1cc(C)c(C#N)c(SCC(=O)NC(C)(C)C)n1 is entered as -6

Later entries.
SMILES	GPR151 ag	MITF primary	FBW7 activator	TEAD-YAP block
Nc1nc(O/N=C/c2ccc([N+](=O)[O-])cc2)nc(N2CCOCC2)n1	-1.5	2	-0.1	-1
COc1ccc(CN2CCCC(C)C2)cc1OC (stereo not drawn)	-0.5	6	-0.1	6
O=C1N(CC2CC2)CCN1c1ccc2c(c1)CCC2	-4.7	11	0.2	-13
O=C1CCNc2c(Br)cc(Br)cc2N1	0.2	7	0.1	1
COc1cc(-c2cc(C(F)(F)F)n3ncc(C(=O)Nc4c(C)n(C)n(-c5ccccc5)c4=O)c3n2)cc(OC)c1OC	0.0	7	0.0	-1
Cc1cc(C)cc(OCC(=O)N(Cc2ccc(Cl)cc2)C2CCS(=O)(=O)C2)c1 (stereo not drawn)	-1.0	7	-0.1	-7
CCOc1ccc(-c2cccc(NC(=O)c3ccc(OC)cc3OC)c2)nn1	4.2	-2	0.0	-1
N#Cc1c(-c2ccccc2)no[n+]1[O-]	-0.4	8	-0.1	12
Cc1ncc(CO)c2cc(C(=O)Nc3ccc(F)c(F)c3)c(=N)oc12	1.5	-1	-0.2	-8
Cc1ccc(-c2ccc3nnc(SCC(=O)N4CCN(c5ccccc5)CC4)n3n2)cc1	-0.3	11	0.1	5
COc1ccc(NC(=O)C2C3C=CC4(O3)C2C(=O)N(CCN(C)Cc2ccccc2)C4C(=O)NC2CCCC(C)C2C)cc1 (stereo not drawn)	-1.0	-17	-0.3	7
CCN(CC(O)Cn1cc(C=O)c2ccccc21)S(=O)(=O)c1ccc(Cl)cc1 (stereo not drawn)	1.1	-8	0.0	7
O=c1c2c(n3nnnc3n1Cc1ccccc1)-c1ccccc1CC21CCCCC1	0.5	47	0.3	2
CCOC(=O)CC(=O)N1CCN(Cc2ccco2)CC1C(=O)NCc1ccccc1 (stereo not drawn)	1.4	8	0.1	-8
COc1ccc(CCNC(=O)CCCCCn2c(SCC(=O)NCc3ccco3)nc3cc4c(cc3c2=O)OCO4)cc1OC	0.3	-12	-0.2	-10
COc1cc(CNC(C)c2ccccc2)c(Br)cc1OCC(N)=O (stereo not drawn)	-0.5	20	0.4	7
COc1cccc(NC(=O)C2C3C=CC4(O3)C2C(=O)N(Cc2cccnc2)C4C(=O)NC2CCCCC2C)c1 (stereo not drawn)	0.6	7	0.0	4
CCNC(=S)N1CCn2cccc2C1c1ccncc1 (stereo not drawn)	-0.3	-8	-0.1	0
CN(CC(=O)N1CCN(c2ccc(Cl)cc2)CC1)S(=O)(=O)c1cnc[nH]1	-0.2	29	-0.1	-2
CCn1c(=O)cc(OCC(=O)Nc2ccccc2N2CCN(C)CC2)c2ccccc21	1.6	17	-0.1	-3

Full records, quoted from the list.
CCOc1ccc(-c2cccc(NC(=O)c3ccc(OC)cc3OC)c2)nn1 is entered as GPR151 ag = 4.2; MITF primary = -2; FBW7 activator = 0.0; TEAD-YAP block = -1
CCC(CO)Nc1ccc2ncc(-c3ccc(OC)cc3OC)n2n1 (stereo not drawn) is entered as GPR151 ag = 2.5; MITF primary = -3; FBW7 activator = -0.5; TEAD-YAP block = -9
COc1ccc(S(=O)(=O)Nc2ccc(O)c3ccccc23)cc1OC is entered as GPR151 ag = 2.7; MITF primary = -5; FBW7 activator = -0.8; TEAD-YAP block = 2

Carrying on.
SMILES	GPR151 ag	MITF primary	FBW7 activator	TEAD-YAP block
CC(=O)c1ccc(-c2cc(O)cc3sc(=O)oc23)cc1	0.8	10	0.5	-7
CCc1cccc(C)c1NC(=O)c1cc(S(=O)(=O)N2CCOCC2)ccc1C	2.4	3	0.0	-8
C/C(=C\c1nsc(Nc2ccccc2)n1)NCc1ccc(C)cc1	-0.9	3	0.0	-11
N#Cc1c(/N=c2\oc3ccc4ccccc4c3cc2C(=O)Nc2ccccc2)sc2c1CCCC2	0.0	3	-0.1	4
COc1ccccc1OCCOCCOc1ccc(C)cc1	1.5	-16	0.8	-2
CC(=O)c1ccc(NC(=O)CSc2nnc3[nH]c(=O)c(C)c(C)n23)cc1	-1.0	56*	0.0	6
C[N+](C)(CCO)Cc1ccc([N+](=O)[O-])cc1	1.1	-1	0.0	-2
COc1ccc(CCNS(=O)(=O)c2cccc3cnccc23)cc1OC	0.4	3	-0.1	3
Cc1ccc(S(=O)(=O)n2cnc3ccccc32)cc1C	-1.7	3	-0.5	3
COc1cccc(CC(=O)Nc2cnc3cnc(-c4cc(OC)c(OC)c(OC)c4)cn23)c1	0.8	12	-0.1	-10
O=C(Cn1ncn2cccc2c1=O)N1CCN(C2CCCCC2)CC1	-0.6	7	0.0	-13
C=C(C)Cn1c(SCc2ccc(OC)cc2)nc2sc3c(c2c1=O)CCC3	-0.5	8	0.0	5
COc1cc(C2NC(=O)NC(C)=C2C(=O)OC(C)C)cc(Br)c1O (stereo not drawn)	0.9	15	1.0	-7
CCOc1ccc(C2/C(=C(\O)c3ccc(Cl)cc3)C(=O)C(=O)N2c2nc3ccccc3s2)cc1 (stereo not drawn)	2.3	2	0.1	-11
Cc1ccc(C(=O)N2CCN3C(=O)[C@@H]4C[C@@H](O)CN4C(=O)[C@H]3C2)cc1	3.1	10	0.1	-3
O=C(COC(=O)C1CC(=O)N(c2ccc3ccccc3c2)C1)c1ccc([N+](=O)[O-])cc1 (stereo not drawn)	-0.4	21	0.5	-2
Cn1c(=O)c(C(=O)Nc2ccc(Cl)cc2Cl)c(O)c2ccccc21	-1.7	-4	0.1	6
Cc1ccn2c(CN3CCSCC3)c(C(=O)N3CCCCCC3)nc2c1	-0.7	10	-0.1	-2
